Screening data (PubChem BioAssay)
GLS inhibitor: glutaminase GLS (human) inhibition; O94925; GLS enzymatic activity, qHTS titration; Potency, µM (top dose mostly 45.5 µM), inactives show at the top dose activity change, negative = inhibition, actives largely listed as inhibitors; hit rate 0.21% among 410,000; AID 624170; also: % is scaled to controls: 0 for no effect and ±100 for the full control effect
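hKGA in 45 mM KH2PO4 (pH 8.2), 0.02% Tween-20 with compound, then 1mM L-Glutamine (stock as added) plus glutamate oxidase/HRP/Amplex red coupling mix. Fluorescence read initially and after 30 min at RT; signal change reflects glutamate formation.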
BLM helicase inh: blocks DNA unwinding by human BLM helicase; recombinant BLM DNA unwinding, fluorescence dequenching; P54132; Potency, µM (top dose mostly 56.1 µM), for the others: at the top dose activity change, negative = inhibition, actives largely listed as inhibitors; hit rate 0.2% among 350,000; AID 2528;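 also: plate controls were vehicle for no effect and no enzyme for full effect; nearly all actives have a fitted effect of over 35% in size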
Pin1 inhibitor: human Pin1 inhibition; Q13526; Pin1 FP peptide displacement, HiFluor488, 10 min; Potency, µM (top dose mostly 115 µM), for the others: at the top dose activity, negative = inhibition, usual class: inhibitors; hit rate 0.009% among 390,000; AID 504891; active = well fitted inhibition curve with a large enough effect in the polarisation, with a control signal flat, not every such curve was filed as active; inconclusive = small, poorly fitted or top-dose-only effect, or effect the other way, or a change in a side signal; inactive = no such curve, though single readings can be large or run the other way; the % refers to the polarisation; also: % is scaled to controls: 0 for no effect and ±100 for the full control effect
G9a block: inhibitors of human histone lysine methyltransferase G9a; G9a H3K9 monomethylation, AlphaScreen, 2 h; AID 504332; Potency, µM (series often up to 102 µM), inactives show at the top dose activity, negative = inhibition, most hits filed as inhibitors; Q96KQ7; hit rate 8.8% among 350,000; also: % is scaled to controls: 0 for no effect and ±100 for the full control effect; nearly all actives have a fitted effect of over 75% in size
Target sequence (Q96KQ7 913-1193 limits assumed): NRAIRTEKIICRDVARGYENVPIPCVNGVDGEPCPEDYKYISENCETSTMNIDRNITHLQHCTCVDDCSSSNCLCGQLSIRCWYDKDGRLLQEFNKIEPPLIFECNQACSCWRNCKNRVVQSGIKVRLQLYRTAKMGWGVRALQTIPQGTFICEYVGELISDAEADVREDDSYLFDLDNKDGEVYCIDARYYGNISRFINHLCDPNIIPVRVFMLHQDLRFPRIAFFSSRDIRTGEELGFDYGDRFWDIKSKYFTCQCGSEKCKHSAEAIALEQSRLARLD
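Using a bead-based AlphaScreen, monomethylated H3K9 product from 2 h room-temperature reactions (G9a 20 nM, peptide 500 nM, SAM 20 uM) was detected with 0.5 ug/mL rabbit anti-H3K9me1 antibody.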
HP1b chromo inh: blocks HP1-beta chromodomain binding to methylated histone tails; AlphaScreen HP1-beta / biotin-H3K9me3 peptide binding; Potency, µM (highest dose often 114 µM), for inactives: at the highest dose activity change, negative = inhibition, usual class: inhibitors; hit rate 0.56% among 390,000; also: nearly all actives have a fitted effect of over 70% in size; inactives centre near 23
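Compound inhibition of the preformed complex between 50 nM HP1-beta and 50 nM biotinylated H3K9me3 peptide was read by AlphaScreen. Buffer was PBS pH 7.4 with 0.01% Tween-20. Incubations ran 30 min at room temperature, with 10 ug/mL donor/acceptor beads.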
JMJD2A Tudor inh: inhibitors of human JMJD2A Tudor domain. AlphaScreen JMJD2A-Tudor / H3K4me3 peptide binding. Potency, µM (doses to about 114 µM), for inactives: at the highest dose activity change, negative = inhibition, most hits filed as inhibitors. hit rate 4.4% among 390,000. AID 504339; also: % is scaled to controls: 0 for no effect and ±100 for the full control effect; nearly all actives have a fitted effect of over 50% in size
Tb PGK inh: blocks T. brucei phosphoglycerate kinase; P07378; PGK/GAPDH coupled, Kinase-Glo luminescence, 60 min; Potency, µM (titrated, usually from 57.5 µM), inactives show at the top dose activity change, negative = inhibition, usual class: inhibitors; hit rate 0.043% among 380,000; AID 602233; also: % is scaled to controls: 0 for no effect and ±100 for the full control effect; nearly all actives have a fitted effect of over 60% in size
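Luminescent ATP detection (Kinase-Glo Plus) follows a 60-minute room-temperature incubation, with wells lacking PGK as controls. Buffer: 100 mM TEA (pH 7.6), 5 mM MgCl2, 0.01% Tween-20. Coupling enzyme GAPDH (100 nM final) supplies unstable 1,3-BPG in-well.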
BAZ2B block: BAZ2B (human) inhibition; AlphaScreen BAZ2B-H3K14Ac peptide displacement; Potency, µM (series often up to 114 µM), without a hit: at the highest dose activity change, negative = inhibition, most hits filed as inhibitors; hit rate 4.4% among 360,000; also: % is scaled to controls: 0 for no effect and ±100 for the full control effect; nearly all actives have a fitted effect of over 60% in size
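Inhibition is scored as reduced AlphaScreen emission. The BAZ2B/b-H3(5-23)K14Ac complex (50 nM each) in PBS pH 7.4, 0.01% Tween-20 meets compound (up to 110 uM) for 30 min at RT before bead addition.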
POLI inh: DNA polymerase iota (human) inhibition; Potency, µM (top dose mostly 115 µM), inactives show top-dose activity, negative = inhibition, actives largely listed as inhibitors; Pol iota fluorescent replication assay, 10 min; Q9UNA4; hit rate 1% among 390,000; AID 588590
Target sequence (Q9UNA4 whole entry, looked up): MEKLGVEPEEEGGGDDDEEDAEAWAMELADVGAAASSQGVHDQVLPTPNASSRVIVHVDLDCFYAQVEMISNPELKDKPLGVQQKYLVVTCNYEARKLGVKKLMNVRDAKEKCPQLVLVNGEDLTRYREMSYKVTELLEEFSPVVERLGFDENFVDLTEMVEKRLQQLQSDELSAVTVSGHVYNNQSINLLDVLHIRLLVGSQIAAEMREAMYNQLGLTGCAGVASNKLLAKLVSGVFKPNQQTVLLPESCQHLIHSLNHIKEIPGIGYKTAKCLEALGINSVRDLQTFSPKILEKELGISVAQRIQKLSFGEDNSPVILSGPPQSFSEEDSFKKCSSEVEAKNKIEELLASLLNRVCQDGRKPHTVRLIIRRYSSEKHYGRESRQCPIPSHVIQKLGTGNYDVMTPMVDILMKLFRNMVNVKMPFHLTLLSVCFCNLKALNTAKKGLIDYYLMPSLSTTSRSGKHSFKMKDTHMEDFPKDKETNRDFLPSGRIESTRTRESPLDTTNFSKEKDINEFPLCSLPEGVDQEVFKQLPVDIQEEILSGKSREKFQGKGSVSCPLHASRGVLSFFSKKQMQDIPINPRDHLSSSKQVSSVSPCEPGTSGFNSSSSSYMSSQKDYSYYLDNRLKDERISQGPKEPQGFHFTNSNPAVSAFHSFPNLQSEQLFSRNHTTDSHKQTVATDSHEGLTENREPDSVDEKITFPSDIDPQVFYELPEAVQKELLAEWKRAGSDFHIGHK
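Pol iota at 10 nM preincubated 15 min with compounds at room temperature; reaction started with fluorescent substrate, 50 nM final. Fluorescence read kinetically at 0 and 10 min; buffer-only wells as negative control.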
An asterisk follows results filed as active; [ ] = another dose, or the depositor's remark. Unless noted, calls follow the shape of the dose curve; as a rule, active = well fitted curve in the direction sought with a large enough effect; inconclusive = small, poorly fitted or top-dose-only effect, or another doubt; inactive = no such curve, though single readings can be large; an effect the other way counts as inactive or inconclusive. Potency is read from the fitted curve at half-maximal effect. Some of the compounds tested; rates above refer to the full screens.

For CC(C(=O)NCc1ccccc1Cl)n1ccc2cc(S(=O)(=O)N3CCCCC3)ccc21 (stereo not given) the results were GLS inhibitor 1%, BLM helicase inh -5%, Pin1 inhibitor 22%, G9a block inconclusive, HP1b chromo inh 44%[activator], JMJD2A Tudor inh 7%, Tb PGK inh -3%, BAZ2B block -20% and POLI inh 7%.
`O=C(CSc1nc2ccccc2o1)N1N=C(c2cccs2)CC1c1ccc(F)cc1` (stereo not given) gave GLS inhibitor -2%, BLM helicase inh -12%, Pin1 inhibitor 9%, G9a block 26%[59 µM], HP1b chromo inh 31%, JMJD2A Tudor inh 3%, Tb PGK inh -1%, BAZ2B block 6% and POLI inh 14%.
`CCC(Sc1ncc(S(=O)(=O)c2ccc(C)cc2)c(=O)[nH]1)C(=O)Nc1cc(C)ccc1C` (stereo not given) gave GLS inhibitor 7%, BLM helicase inh 0%, Pin1 inhibitor 33%, G9a block -18%[59 µM], HP1b chromo inh 12%, JMJD2A Tudor inh -2%, Tb PGK inh 1%, BAZ2B block -1% and POLI inh inconclusive.
For O=C(NCc1ccc(Cl)cc1)N1CCc2ccccc2C1 the results were GLS inhibitor 3%, BLM helicase inh -1%, Pin1 inhibitor -6%, G9a block 27%, HP1b chromo inh 32%, JMJD2A Tudor inh 1%, Tb PGK inh 4%, BAZ2B block 5% and POLI inh 5%.
Screening O=c1[nH]c2ccc(NCc3ccc(-c4cccc(Cl)c4)o3)cc2[nH]1 returned GLS inhibitor 2%, BLM helicase inh -5%, Pin1 inhibitor 8%, G9a block inconclusive, HP1b chromo inh 18%, JMJD2A Tudor inh -28%, Tb PGK inh inactive, BAZ2B block -10% and POLI inh 35%[activator].
For COc1ccc(C2=CC(=O)C[C@H](c3ccc(OC)c(OC)c3)C2)cc1 the results were GLS inhibitor 8%, Pin1 inhibitor -1%, G9a block 7%[0.501 µM], HP1b chromo inh 13%, JMJD2A Tudor inh -6%, Tb PGK inh -9%, BAZ2B block -34% and POLI inh 10%.
For CC1=C(C#N)C(c2ccc(O)cc2)C(C#N)=C(C)N1 the results were GLS inhibitor inconclusive, BLM helicase inh -5%, Pin1 inhibitor -17%, G9a block -1%, HP1b chromo inh 20%, JMJD2A Tudor inh -2%, Tb PGK inh 2%, BAZ2B block -1% and POLI inh 37%[activator].
For CC(=O)Nc1ccc(S(=O)(=O)N2CCSC2c2ccc(C)cc2)cc1 (stereo not given) the results were GLS inhibitor -4%, BLM helicase inh -10%, Pin1 inhibitor -2%, G9a block 6%[59 µM], HP1b chromo inh 21%, JMJD2A Tudor inh -15%, Tb PGK inh 6% and POLI inh 6%.
Screening COc1ccccc1NC(=O)c1ccc(C(=O)Nc2ccccc2OC)nc1 returned GLS inhibitor -9%, BLM helicase inh -2%, Pin1 inhibitor 5%, G9a block inconclusive, HP1b chromo inh 63%[activator], JMJD2A Tudor inh -5%, Tb PGK inh -6%, BAZ2B block -5% and POLI inh 5%.
Screening CCOC(=O)c1cccc(NC(=O)CCc2nnc3ccc(N4CCOCC4)nn23)c1 returned GLS inhibitor -4%, BLM helicase inh 3%, Pin1 inhibitor 1%, G9a block 22%, HP1b chromo inh 31%, JMJD2A Tudor inh 8%, Tb PGK inh -2%, BAZ2B block 0% and POLI inh 1%.
COCCOC(=O)c1c(C)oc2ccc(OC(=O)COc3c(F)c(F)c(F)c(F)c3F)cc12 was read as GLS inhibitor 10%, BLM helicase inh -2%, Pin1 inhibitor -3%, G9a block 33%[59 µM], HP1b chromo inh 66%[activator], JMJD2A Tudor inh 90%[activator], Tb PGK inh -5%, BAZ2B block 18% and POLI inh 23%.
For N#Cc1c(-c2ccc(F)cc2)c(-c2ccc(F)cc2)nn(CCO)c1=O the results were GLS inhibitor 6%, Pin1 inhibitor -9%, HP1b chromo inh 21%, JMJD2A Tudor inh -18%, Tb PGK inh 3% and POLI inh -12%.
Cc1cc(=O)oc2c(C(=O)/C=C\c3cccs3)c(O)ccc12 was read as GLS inhibitor 16%, BLM helicase inh -8%, Pin1 inhibitor 2%, G9a block 45µM*, HP1b chromo inh -24%, JMJD2A Tudor inh inconclusive, Tb PGK inh -7%, BAZ2B block inconclusive and POLI inh inconclusive.
COc1ccc(CN(C(=S)Nc2ccccc2)C2CC(=O)N(c3ccccc3)C2=O)cc1 (stereo not given) was read as GLS inhibitor -7%, BLM helicase inh -2%, Pin1 inhibitor -6%, G9a block 2%[59 µM], HP1b chromo inh 29%, JMJD2A Tudor inh -3%, Tb PGK inh -4%, BAZ2B block -9% and POLI inh 4%.
For COc1ccc(NC(=O)c2c(NC(=O)CCC(=O)O)sc3c2CCCCC3)cc1 the results were GLS inhibitor 14%, BLM helicase inh -7%, Pin1 inhibitor -1%, G9a block -37%, HP1b chromo inh 26%, JMJD2A Tudor inh -2%, Tb PGK inh inactive, BAZ2B block -12% and POLI inh 20%.
Screening Cc1ccc(S(=O)(=O)N(CCc2ccccc2)CC(=O)Nc2ccc(Br)cc2)cc1 returned GLS inhibitor -1%, BLM helicase inh -11%, Pin1 inhibitor 11%, G9a block 43%[59 µM], HP1b chromo inh 36%, JMJD2A Tudor inh -4%, Tb PGK inh inactive, BAZ2B block 7% and POLI inh inconclusive.
`Cc1ccnc(NC(=O)c2ccc3[nH]c(=O)c(=O)[nH]c3c2)c1` gave GLS inhibitor -15%, BLM helicase inh -5%, Pin1 inhibitor 2%, G9a block -10%, HP1b chromo inh 27%, JMJD2A Tudor inh 1%, Tb PGK inh -9%, BAZ2B block -17% and POLI inh 12%.
Screening CCN(CC)S(=O)(=O)c1ccc(C(=O)NCc2n[nH]c(=S)n2Cc2ccccc2)cc1 returned GLS inhibitor -8%, BLM helicase inh -1%, Pin1 inhibitor 8%, G9a block inconclusive, HP1b chromo inh 21%, JMJD2A Tudor inh 28µM*, Tb PGK inh inactive, BAZ2B block -5% and POLI inh -26%[58.9 µM].
For COc1ccc(S(=O)(=O)N(C)C)cc1NC(=O)COC(=O)C1CC1 the results were GLS inhibitor -1%, Pin1 inhibitor 0%, HP1b chromo inh 45%, JMJD2A Tudor inh -3%, Tb PGK inh -10% and POLI inh 0%.
OCc1nc(CO)n(Cc2ccccc2)n1 was read as GLS inhibitor 11%, BLM helicase inh 0%, Pin1 inhibitor 3%, G9a block -9%[59 µM], HP1b chromo inh 3%, JMJD2A Tudor inh -3%, Tb PGK inh 1%, BAZ2B block -4% and POLI inh 6%.
`Cc1nn(C(C)C(=O)NCCc2ccco2)c(=O)c2nn(-c3ccccc3)c(C)c12` (stereo not given) gave GLS inhibitor 0%, BLM helicase inh 2%, Pin1 inhibitor -4%, G9a block 33%, HP1b chromo inh 1%, JMJD2A Tudor inh 79µM*, Tb PGK inh -10%, BAZ2B block -18% and POLI inh 41%[activator].
`COc1cccc(NC(=O)CSc2nccn2Cc2ccc3c(c2)OCO3)c1` gave GLS inhibitor -9%, BLM helicase inh 0%, Pin1 inhibitor -4%, G9a block -9%[59 µM], HP1b chromo inh 1%[57 µM], JMJD2A Tudor inh inconclusive, BAZ2B block inconclusive and POLI inh -7%.
For COc1ccc(C(=O)Nc2cc(=O)n(C)c(=O)n2C)cc1OC the results were GLS inhibitor -2%, BLM helicase inh -8%, Pin1 inhibitor 3%, G9a block 20%[59 µM], HP1b chromo inh -3%, JMJD2A Tudor inh -10%, Tb PGK inh -1%, BAZ2B block -2% and POLI inh -8%.
For C/C(=N\NC(N)=S)C1(C)CCCCC1 the results were GLS inhibitor 8%, BLM helicase inh -10%, Pin1 inhibitor 2%, G9a block 50µM*, HP1b chromo inh -17%, JMJD2A Tudor inh 35µM*, Tb PGK inh -10%, BAZ2B block -35% and POLI inh 2%.
`CC(C)N(C(C)C)S(=O)(=O)c1ccc(NN)nc1` gave GLS inhibitor -1%, BLM helicase inh -10%, Pin1 inhibitor 0%, G9a block 3%[12.7 µM], HP1b chromo inh 34%, JMJD2A Tudor inh -34%, Tb PGK inh -5%, BAZ2B block -34% and POLI inh 8%.
Nc1sc2c(c1C(=O)NC1CCS(=O)(=O)C1)CCC2 (stereo not given) was read as GLS inhibitor 1%, BLM helicase inh -6%, Pin1 inhibitor inconclusive, G9a block 7.1µM*, HP1b chromo inh 7%, JMJD2A Tudor inh 7%[11.4 µM], Tb PGK inh -2%, BAZ2B block -36% and POLI inh inconclusive.
Screening O=C(CN1CCN(CC(=O)Nc2cccc(F)c2)CC1)NCC1(N2CCOCC2)CCCCC1 returned GLS inhibitor 3%, Pin1 inhibitor 2%, G9a block -8%[12.7 µM], HP1b chromo inh 19%, JMJD2A Tudor inh -6%, Tb PGK inh -1%, BAZ2B block -1% and POLI inh 9%.
Screening CN(CC(=O)Nc1ccccc1Cl)C(=O)COC(=O)C1=COCCO1 returned GLS inhibitor -4%, Pin1 inhibitor 3%, G9a block 1%, HP1b chromo inh 36%, JMJD2A Tudor inh -8%, Tb PGK inh inactive, BAZ2B block -36% and POLI inh 13%.
CC(=O)N1CCN(Cc2nc3cc([N+](=O)[O-])ccc3n2C)CC1 was read as GLS inhibitor -2%, BLM helicase inh -2%, Pin1 inhibitor 4%, G9a block -1%, HP1b chromo inh 58%[activator], JMJD2A Tudor inh 5%, BAZ2B block -1% and POLI inh -10%.
Screening CCOc1ccc(OCC)c(Nc2cc(C)nc3nc(-c4ccco4)nn23)c1 returned GLS inhibitor 14%, BLM helicase inh 0%, Pin1 inhibitor 6%, G9a block -3%[59 µM], HP1b chromo inh 21%, JMJD2A Tudor inh -8%, Tb PGK inh 1%, BAZ2B block -10% and POLI inh 4%.
N#CC1CCN(c2ncccc2[N+](=O)[O-])CC1 was read as GLS inhibitor -8%, BLM helicase inh -4%, Pin1 inhibitor -2%, G9a block -1%, HP1b chromo inh 27%, JMJD2A Tudor inh 2%, Tb PGK inh -3%, BAZ2B block -9% and POLI inh 56%[activator].
